High-throughput results deposited in PubChem by National Center for Advancing Translational Sciences (NCATS).
WRN helicase inh – qHTS for Inhibitors of WRN Helicase; Potency, µM (highest dose often 114 µM), inactives show at the top dose activity change, negative = inhibition, most hits filed as inhibitors; AID 651768, 2012; Bifunctional 3'-5' exonuclease/ATP-dependent helicase WRN (Homo sapiens), Q14191; actives 0.46% (n = 360,000); WRN helicase unwinding, fluorescent forked duplex, kinetic; also: potency is read from the fitted curve at half-maximal effect; % is scaled to controls: 0 for no effect and ±100 for the full control effect; nearly all actives have a fitted effect of over 55% in size
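Screening of the MLSMR collection measured strand separation of a quenched forked DNA duplex (100 nM) by 20 nM WRN with 2 mM ATP, all final. Compounds were preincubated with enzyme 15 min at room temperature.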
CCT chaperon mod – High-Throughput Screening for Modulators of Cytosolic Chaperonin Activity. activity change, % (concentration not given with the values), hits read low. actives 0.3% (n = 360,000). purified chaperonin ATPase assay, HTRF ADP detection, 30 min; in the data active = activity change below about -30%; also: % is scaled to controls: 0 for no effect and ±100 for the full control effect
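ATPase activity: ADP formed was measured by HTRF Transcreener (665/615 nm ratio) after 30 min at 37 deg C with 10 uM ATP. Compounds screened at one 76 uM concentration against 40 or 20 nM TRiC in Tris pH 7.4/KCl/MgCl2/DTT buffer.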
EPAC2 ag – qHTS for Agonist of cAMP-regulated guanine nucleotide exchange factor 4 (EPAC2): primary screen; Rap guanine nucleotide exchange factor 4 (Homo sapiens), Q8WZA2; EPAC2 activation, biochemical qHTS; response scale: 100% = 6.5 mM cAMP response; Potency, µM (doses to about 154 µM), without a hit: at the top dose activation, usual class: activators; actives 0.079% (n = 360,000); AID 720711, 2013; also: potency is read from the fitted curve at half-maximal effect; nearly all actives have a fitted effect of over 50% in size
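Nucleotide exchange monitored as fluorescence drop when BODIPY-GDP leaves Rap1B. Reaction: 100 nM EPAC2, 250 nM RAP1B-BODIPY-GDP, 50 uM GDP, room temperature, kinetic read over 30 min. Activity expressed relative to 6.5 mM cAMP.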
EPAC1 antag – qHTS for Antagonist of cAMP-regulated guanine nucleotide exchange factor 3 (EPAC1): primary screen; Rap guanine nucleotide exchange factor 3 (Homo sapiens), O95398; actives 0.14% (n = 360,000); Potency, µM (doses to about 115 µM), without a hit: at the highest dose activity change, negative = inhibition, hits mostly inhibitors; EPAC1 GEF assay, Rap1b-BODIPY-GDP exchange fluorescence;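 also: potency is read from the fitted curve at half-maximal effect; plate controls were vehicle for no effect and positive control for full effect; nearly all actives have a fitted effect of over 50% in size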
Target sequence (O95398 whole entry, looked up): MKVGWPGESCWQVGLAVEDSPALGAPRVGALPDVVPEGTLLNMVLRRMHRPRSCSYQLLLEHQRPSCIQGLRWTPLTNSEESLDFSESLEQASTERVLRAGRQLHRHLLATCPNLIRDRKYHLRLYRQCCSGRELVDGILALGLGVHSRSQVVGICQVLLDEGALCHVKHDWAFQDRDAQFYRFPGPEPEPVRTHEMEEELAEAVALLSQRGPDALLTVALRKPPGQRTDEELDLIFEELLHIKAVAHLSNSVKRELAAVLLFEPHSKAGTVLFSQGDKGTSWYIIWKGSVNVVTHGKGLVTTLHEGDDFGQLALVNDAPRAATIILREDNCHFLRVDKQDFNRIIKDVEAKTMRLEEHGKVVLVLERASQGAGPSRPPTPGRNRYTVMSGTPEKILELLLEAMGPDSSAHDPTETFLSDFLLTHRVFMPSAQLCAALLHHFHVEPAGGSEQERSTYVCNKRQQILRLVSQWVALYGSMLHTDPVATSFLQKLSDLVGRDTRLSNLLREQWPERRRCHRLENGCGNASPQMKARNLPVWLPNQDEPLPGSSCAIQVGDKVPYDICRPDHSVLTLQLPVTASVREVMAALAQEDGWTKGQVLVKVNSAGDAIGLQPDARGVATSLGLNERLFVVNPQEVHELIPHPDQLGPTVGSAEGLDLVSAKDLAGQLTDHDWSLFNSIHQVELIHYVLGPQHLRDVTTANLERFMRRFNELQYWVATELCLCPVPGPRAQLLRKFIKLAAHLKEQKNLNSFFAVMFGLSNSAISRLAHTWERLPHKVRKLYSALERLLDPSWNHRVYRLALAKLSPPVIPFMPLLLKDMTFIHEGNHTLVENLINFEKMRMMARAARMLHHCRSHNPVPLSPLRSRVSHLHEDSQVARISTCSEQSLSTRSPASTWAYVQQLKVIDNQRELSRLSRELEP
PLK1 PBD block – qHTS for Inhibitors of PLK1-PDB (polo-like kinase 1 - polo-box domain): Primary Screen; Serine/threonine-protein kinase PLK1 (Homo sapiens), P53350; Plk1 PBD binding of FITC phosphopeptide, fluorescence polarization; Potency, µM, without a hit: max response, negative = inhibition, hits mostly inhibitors; actives 2.8% (n = 360,000); also: potency is read from the fitted curve at half-maximal effect; series mostly up to about 57 µM; % is scaled to controls: 0 for no effect and ±100 for the full control effect; nearly all actives have a fitted effect of over 65% in size
IL2 activator – qHTS of IL-2 Activators | IL-2 activation reporter assay, cell-based qHTS; stimulated with anti-CD3/CD4/CD28 beads; in transgenic mouse T cells | activation, % (series mostly up to about 46 µM) | actives 0.065% (n = 360,000) | AID 652025, 2013; in the data active = activation above about 50%; inconclusive = mostly about 30% to 49%; also: 0% is about no effect
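Unstimulated transgenic mouse T cells preincubated 60 min with compound, then stimulated with anti-CD3/anti-CD4-coated beads plus anti-CD28 for 18 h at 37 degrees C. IL-2 response read as EGFP and DsRed fluorescence by plate cytometry.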
EPAC1 agonist – qHTS for Agonist of cAMP-regulated guanine nucleotide exchange factor 3 (EPAC1): primary screen; Rap guanine nucleotide exchange factor 3 (Homo sapiens), O95398; EPAC1 agonist qHTS, biochemical assay; response scale: 100% = response to 6.5 mM cAMP; Potency, µM (doses to about 154 µM), for inactives: at the top dose activation, hits mostly activators; actives 0.073% (n = 360,000); also: potency is read from the fitted curve at half-maximal effect; nearly all actives have a fitted effect of over 60% in size
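Compounds were pinned as a concentration titration into mixtures of EPAC1 (100 nM), BODIPY-GDP-loaded Rap1B (250 nM) and GDP (50 uM). After 5 min at room temperature, fluorescence was followed for 30 min; activity was scaled to 6.5 mM cAMP.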
PI5P4Ka inh – qHTS for Inhibitors of phosphatidylinositol 5-phosphate 4-kinase (PI5P4K); max response, %; actives 1.2% (n = 330,000); PI5P4Kalpha enzyme, ADP-Glo luminescence, 60 min; stronger effect = lower value; active = max response of -50% or lower; inconclusive = between -30% and -50%; inactive = -30% or higher; also: value at the top dose of about 77 µM; % is scaled to controls: 0 for no effect and ±100 for the full control effect
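Quantitative HTS of the MLSMR library against PI5P4Kalpha with substrate. ATP added last at 5 microM final; room temperature, 60 minutes. Remaining ATP depleted, ADP converted and read as luminescence.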
Active calls of the source: *; ? = inconclusive; . = no result given; [ ] = dose if it differs, or a comment. Unless noted, calls follow the shape of the dose curve; as a rule, active = well fitted curve in the direction sought with a large enough effect; inconclusive = small, poorly fitted or top-dose-only effect, or another doubt; inactive = no such curve, though single readings can be large; an effect the other way counts as inactive or inconclusive. Not all compounds are listed; the hit share may differ from the screen's.

CCT chaperon mod,IL2 activator,EPAC2 ag,EPAC1 agonist,PLK1 PBD block,PI5P4Ka inh,WRN helicase inh,EPAC1 antag,SMILES
-3.7,0.6,15.6%,1.1%,-21.6%,0.9,3.8%,-7.1%,COc1ccc(/C=C/C(=O)NC(=S)N2CCN(c3ccccn3)CC2)cc1OC
-2.8,0.0,15.4%,12.1%,-6.7%,-0.1,5.7%,5.3%,COc1cccc(NC(=S)NC(=O)/C=C/c2ccc(F)cc2)c1
-1.8,0.4,-14.8%,0.0%,-4.4%,.,-6.4%,0.0%,CCN(CC)c1nc2ccccc2nc1-n1nc(C)cc1C
-2.2,-0.4,6.3%,0.1%,3.4%,-0.1,-6.1%,-4.1%,Cc1cccc(CS(=O)(=O)Cc2ccc(C(=O)NC3CCCCCC3)o2)c1
-2.4,-0.8,-12.1%,-28.4%,3.6%,38.1,-12.4%,-23.7%,CC(C)=C[C@@H]1C[C@H](C)[C@H]2CC[C@H](C)c3c(O[C@@H]4O[C@@H](C)[C@@H](O)[C@@H](O)[C@@H]4O)c(O)c(C)c1c32
-0.1,-0.5,5.9%,8.1%,2.4%,-3.2,-7.2%,-6.6%,COc1ccc(-c2cn[nH]c2-c2ccc(OCc3ccc([N+](=O)[O-])cc3)cc2O)cc1
-0.4,-0.5,-0.9%,1.0%,-6.6%,-13.2,-1.4%,10.9%,Cc1cccc(NC(=O)COC(=O)Cc2cccs2)c1C
-0.9,-0.2,4.1%,0.0%,-5.9%,0.0,0.1%,-1.6%,COC(=O)CC1SC(=O)NC1=Nc1ccccc1 (stereo unspecified)
0.7,-0.2,-0.9%,-2.4%,-3.8%,.,-6.2%,13.0%,CC(=O)c1cccc(NC(=O)c2ccc(Br)o2)c1
1.3,2.4,4.2%,-24.0%,-15.6%,4.1,-9.8%,-11.6%,O=C(Nc1ccc(N2C(=O)C3C4C=CC(C4)C3C2=O)cc1)Nc1nncs1 (stereo unspecified)
-5.3,-0.2,-3.8%,9.2%,-11.8%,3.2,5.7%,-18.7%,Cc1cccc(-c2nc3ccccc3c(=O)n2NC(=O)c2ccc([N+](=O)[O-])c(C)c2)c1
-6.6,0.5,-0.3%,-6.8%,-2.5%,3.6,-3.3%,-0.7%,CCOc1ccc(NC(=O)CC2SC(N)=NC2=O)c([N+](=O)[O-])c1 (stereo unspecified)
0.4,-3.0,1.2%,-7.3%,-8.0%,.,-5.9%,-8.0%,CCN=C1SC(CC(=O)Nc2ccc(C(F)(F)F)cc2)C(=O)N1CC (stereo unspecified)
0.1,1.7,-1.0%,0.0%,0.9%,1.8,-6.9%,0.0%,COc1ccc(CCNC(=O)CN2CCN(c3ccccc3Cl)CC2)cc1
-0.6,-0.1,-0.2%,8.3%,23.8µM*,-8.6,5.2%[57.1 µM],-22.2%,O=C(NC(c1ccccc1)c1ccccc1)c1ccc(=O)[nH]n1
0.1,-0.2,-5.6%,-6.3%,-1.7%,-4.0,10.2%,6.5%,COc1ccc(N2Cc3cccc(C(=O)N4CCOCC4)c3C2=O)cc1
-2.6,0.7,7.4%,6.0%,-0.8%,-6.0,-8.0%,-3.1%,CS(=O)(=O)N1CCCC(C(=O)Nc2ccc(F)cc2)C1 (stereo unspecified)
-2.9,-2.3,8.9%,-8.5%,0.5%,2.0,-7.6%,?,O=C(Nc1ccc(F)cc1)c1cccc(N2C(=O)C3C4C=CC(C5CC45)C3C2=O)c1 (stereo unspecified)
1.9,2.3,0.6%,1.1%,2.0%,1.3,2.1%,4.8%,Cn1c(N)c(C(=O)COC(=O)CNC(=O)c2ccccc2)c(=O)n(C)c1=O
-2.3,-0.6,-19.5%,-16.9%,-24.9%,6.2,-6.7%,?,CSc1nc2c(c(C(F)(F)F)n1)CC(C)CC2 (stereo unspecified)
1.5,1.7,7.0%,10.1%,-1.2%,3.0,-8.4%,0.7%,CCC(C)C(NS(=O)(=O)c1ccc(C)cc1)C(=O)O (stereo unspecified)
-0.9,-1.1,-0.6%,5.6%,0.3%,0.0,-1.4%,-7.1%,O=C(NCc1ccco1)c1ccccc1NC(=O)C1CC(=O)N(c2ccc(Cl)cc2)C1 (stereo unspecified)
-0.3,-3.5,13.7%,-0.9%,-26.8%,0.0,-15.4%,-3.9%,Cc1ccc(C(=O)Nc2scc(-c3ccccc3)c2C(=O)O)cc1
-0.1,-3.0,12.3%,4.3%,-8.6%,1.3,-17.5%,-9.3%,Cc1ccc2cc(CN(c3ccccc3)S(=O)(=O)c3ccccc3)c(=O)[nH]c2c1
-1.1,-1.3,4.6%,4.9%,?,-1.3,6.6%,-1.9%,CS(=O)(=O)Nc1ccccc1C(=O)c1ccccc1
-3.2,-3.0,2.7%,-9.1%,2.5%,.,-6.6%,20.7%,COc1cccc(NC(=O)COc2ccc(N3CC(C(=O)NCC(C)C)CC3=O)cc2)c1 (stereo unspecified)
-0.9,3.3,10.4%,-0.4%,-4.6%,-3.2,-11.0%,-0.5%,COc1ccccc1NC(=O)CSC1=NC(=O)C(Cc2ccccc2)C(=O)N1 (stereo unspecified)
-1.3,1.3,-10.1%,4.2%,?,5.3,-7.9%,4.9%,COc1ccc(C2c3[nH]c4ccccc4c3C[C@H]3C(=O)N(C4CCN(Cc5ccccc5)CC4)CC(=O)N23)c(OC)c1 (stereo partly specified)
-1.0,0.3,5.5%,1.3%,-0.1%,6.5,-1.1%,-4.1%,Cn1cnnc1SCC(=O)Nc1ccc(N2CCCCC2)cc1
1.2,0.1,7.6%,8.3%,-5.6%,2.2,0.3%,1.6%,COc1cc(C(C)=O)ccc1OCC(=O)NCC(c1ccc(F)cc1)N1CCOCC1 (stereo unspecified)
-3.8,-0.7,7.3%,-5.3%,2.6%,-6.3,12.4%,2.8%,COc1ccc(CCNC(=O)c2noc(C)c2[N+](=O)[O-])cc1OC
-0.3,-0.4,9.2%,3.8%,-14.3%,-0.9,0.6%,-9.7%,Cc1ccc(NCc2n[nH]c(=S)n2-c2ccccc2)c(C)c1
0.7,-1.7,7.2%,-2.8%,-1.2%,1.6,3.4%,-15.0%,Cc1c(Cl)cccc1NC(=O)CCC(=O)NNC(=O)CCC(=O)O
-1.8,1.7,-1.0%,-8.7%,1.2%,-3.3,-9.9%,0.1%,CCc1nnc(NS(=O)(=O)c2ccc(NC(=O)c3ccccc3O)cc2)s1
4.1,0.4,-1.2%,6.2%,-19.1%,-0.9,-12.1%,?,O=C(CSc1nnnn1-c1ccccc1)N1CCNC1=O
0.5,2.7,4.4%,3.1%,-8.3%,-0.8,0.4%,-1.8%,CC(C(=O)N1CCCCCC1)c1ccc([N+](=O)[O-])cc1 (stereo unspecified)
-2.3,-0.1,-6.5%,-14.1%,6.2%,2.7,0.1%,3.6%,CC(=O)c1cc(CN2CCC(N3CCC(C(=O)NC(C)C)CC3)CC2)cs1
1.4,-1.6,13.0%,2.1%,-0.6%,11.0,2.6%,8.8%,COc1ccc(N2CCN(C(=O)c3cc(S(=O)(=O)N4CCCCCC4)ccc3OC)CC2)cc1
-1.1,0.2,5.9%,5.6%,-10.4%,2.3,5.7%,12.5%,CC(C)C(NC(=O)CCN1C(=O)c2ccccc2C1=O)c1ccccc1 (stereo unspecified)
-0.9,-0.5,12.3%,17.2%,?,-15.0,-7.0%[11.6 µM],-5.2%,COc1ccc(NC(=O)N/C=C/c2ccco2)cc1
-1.3,-1.0,6.4%,4.4%,-0.6%,1.1,-10.7%,-5.2%,c1ccc(CCn2cccc2)nc1
-5.6,3.8,4.7%,2.6%,3.9%,3.9,0.1%,20.7%,CC(C)C(C(=O)NC1CCCC1)N(Cc1ccco1)C(=O)CNS(=O)(=O)c1ccccc1 (stereo unspecified)
-3.5,-0.2,10.3%,1.9%,-25.9%,6.3,-18.8%,-21.1%,CCCCn1c(N)c(N(CCOC)C(=O)CCc2ccc(OC)cc2)c(=O)[nH]c1=O
-2.5,-1.0,15.3%,6.5%,-9.2%,-0.9,-1.7%,0.2%,CCc1ccc(CN(C(=O)c2cc3ccccc3oc2=O)C2CCS(=O)(=O)C2)cc1 (stereo unspecified)
-22.4,-4.0,-5.9%,13.5%,-13.8%,-0.2,-9.9%,?,O=C(COC(=O)c1ccccc1NCCO)Nc1ccc(S(=O)(=O)NC2=NCCCCC2)cc1
-0.2,-2.8,24.5%,14.9%,-6.8%,.,-4.5%,-16.9%,O=C(CSc1nnc(CNc2cccc(Cl)c2)o1)OC1CCCCC1
-5.1,1.2,5.2%,0.2%,-19.7%,0.5,56.5%[activator],1.1%,NC(N)=Nc1nc(-c2ccccc2)c2ccccc2n1
-0.9,-1.8,-9.4%,-6.3%,-3.0%,2.4,-2.1%,1.6%,Cc1ccc(CNC(=O)CCCn2c(=O)c3ccccc3n(CC(=O)NCc3ccco3)c2=O)cc1
2.1,-2.5,3.6%,3.4%,7.3%,45.2,-13.1%,-21.0%,CC(=O)Nc1ccc(C=NN=C2c3ccccc3-c3ccccc32)cc1
1.4,-0.5,5.7%,-18.1%,-2.9%,-1.9,3.3%,-3.4%,COCCNc1nc(NCCN2CCNC2=O)c2sc(-c3ccccc3)cc2n1
-1.3,0.9,-9.2%,-8.3%,0.4%,?,-5.9%,-2.0%,COc1ccc(NC(=O)N(C)C[C@H]2OCCCC[C@H](C)Oc3ccc(NS(=O)(=O)c4cn(C)cn4)cc3C(=O)N([C@H](C)CO)C[C@@H]2C)cc1
1.1,-3.4,4.1%,-2.8%,-4.8%,4.8,-5.4%,10.1%,CCOc1ccc(C(C)=O)cc1CN1C(=O)c2ccccc2S1(=O)=O
1.7,0.4,-0.7%,-7.3%,-0.3%,-1.5,6.1%,-1.7%,CCN(CC)Cc1c(O)ccc2c(-c3ccccc3)cc(=O)oc12
